# PI5P4Ka inh – PI5P4K alpha (human) kinase inhibition. 330,000 compounds, 1.2% hits. P48426. PI5P4Kalpha enzyme, ADP-Glo luminescence, 60 min; hits give low values. max response, %; active means max response of -50% or lower; inconclusive means between -30% and -50%; inactive means -30% or higher; further: value at the top dose of about 77 µM; on the % scale 0 is the no-effect control and ±100 the full control effect
#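 Human PI5P4Kalpha with substrate in 0.038 M HEPES pH 7.4, 0.28 mM EGTA, 0.1% CHAPS, 5% DMSO; reaction started with 5 microM ATP (final), 60 min at room temperature. ADP formed read by ADP-Glo luminescence.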
# EPAC2 antagonist – blocks human EPAC2 exchange factor; Q8WZA2; EPAC2 GEF exchange of Rap1B-BODIPY-GDP, fluorescence; Potency, µM (titrated, usually from 114 µM), without a hit: at the highest dose activity, negative = inhibition, most hits filed as inhibitors; 360,000 compounds, 0.18% hits; AID 720708; further: potency means the concentration at half of the fitted maximal effect; on the % scale 0 is the no-effect control and ±100 the full control effect; nearly all actives have a fitted effect of over 45% in size; many of its hits are not listed in these tables
# CCT modulator – cytosolic chaperonin activity modulation | 360,000 compounds, 0.3% hits | purified chaperonin ATPase assay, HTRF ADP detection, 30 min | activity change, % (test concentration not listed), hits read low; in the data active means activity change below about -30%; further: on the % scale 0 is the no-effect control and ±100 the full control effect
#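 ATPase activity: ADP formed was measured by HTRF Transcreener (665/615 nm ratio) after 30 min at 37 deg C with 10 uM ATP. Compounds screened at one 76 uM concentration against 40 or 20 nM TRiC in Tris pH 7.4/KCl/MgCl2/DTT buffer.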
# MmCpn inh – inhibitors of Methanococcus maripaludis chaperonin (MmCpn); 330,000 compounds, 0.031% hits; Potency, µM (doses to about 76.9 µM), for inactives: at the top dose activity, negative = inhibition, actives largely listed as inhibitors; purified Mm-Cpn ATPase, ADP Transcreener TR-FRET; further: potency means the concentration at half of the fitted maximal effect; on the % scale 0 is the no-effect control and ±100 the full control effect; nearly all actives have a fitted effect of over 80% in size
#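 ATPase turnover read by TR-FRET ADP competition (Eu cryptate antibody/ADP-d2, 665/590 nm): 10uM ATP final, 25nM Mm-CPN final, 30 min 37degC after 10-min compound preincubation, pH 7.4 Tris/KCl/MgCl2/DTT buffer.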
# EPAC1 antagonist – antagonists of human EPAC1 | O95398 | EPAC1 GEF assay, Rap1b-BODIPY-GDP exchange fluorescence | Potency, µM (highest dose often 115 µM), without a hit: top-dose activity change, negative = inhibition, hits mostly inhibitors | 360,000 compounds, 0.14% hits;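 further: potency means the concentration at half of the fitted maximal effect; plate controls were vehicle for no effect and positive control for full effect; nearly all actives have a fitted effect of over 50% in size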
# PLK1 PBD block – PLK1 (human) polo-box domain binding inhibition; P53350; Plk1 PBD binding of FITC phosphopeptide, fluorescence polarization; Potency, µM, without a hit: max response, negative = inhibition, most hits filed as inhibitors; 360,000 compounds, 2.8% hits; AID 720504; further: potency means the concentration at half of the fitted maximal effect; series mostly up to about 57 µM; on the % scale 0 is the no-effect control and ±100 the full control effect; nearly all actives have a fitted effect of over 65% in size
# EPAC1 agonist – EPAC1 (human) agonism. 360,000 compounds, 0.073% hits. AID 720707. EPAC1 agonist qHTS, biochemical assay; response scale: 100% = response to 6.5 mM cAMP. Potency, µM (titrated, usually from 154 µM), for the others: at the top dose activation, hits mostly activators. O95398; further: potency means the concentration at half of the fitted maximal effect; nearly all actives have a fitted effect of over 60% in size
#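 EPAC1 100 nM, Rap1B–BODIPY-GDP 250 nM, unlabeled GDP 50 uM; compound titration; 5 min RT; kinetic read ex480/em540 at 5-min intervals ×30 min; data normalized to 6.5 mM cAMP agonist control.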
# WRN inhibitor – blocks human WRN helicase; Q14191; AID 651768; WRN helicase unwinding, fluorescent forked duplex, kinetic; Potency, µM (series often up to 114 µM), for the others: at the highest dose activity change, negative = inhibition, most hits filed as inhibitors; 360,000 compounds, 0.46% hits; further: potency means the concentration at half of the fitted maximal effect; on the % scale 0 is the no-effect control and ±100 the full control effect; nearly all actives have a fitted effect of over 55% in size
# Target sequence (Q14191 whole entry, looked up): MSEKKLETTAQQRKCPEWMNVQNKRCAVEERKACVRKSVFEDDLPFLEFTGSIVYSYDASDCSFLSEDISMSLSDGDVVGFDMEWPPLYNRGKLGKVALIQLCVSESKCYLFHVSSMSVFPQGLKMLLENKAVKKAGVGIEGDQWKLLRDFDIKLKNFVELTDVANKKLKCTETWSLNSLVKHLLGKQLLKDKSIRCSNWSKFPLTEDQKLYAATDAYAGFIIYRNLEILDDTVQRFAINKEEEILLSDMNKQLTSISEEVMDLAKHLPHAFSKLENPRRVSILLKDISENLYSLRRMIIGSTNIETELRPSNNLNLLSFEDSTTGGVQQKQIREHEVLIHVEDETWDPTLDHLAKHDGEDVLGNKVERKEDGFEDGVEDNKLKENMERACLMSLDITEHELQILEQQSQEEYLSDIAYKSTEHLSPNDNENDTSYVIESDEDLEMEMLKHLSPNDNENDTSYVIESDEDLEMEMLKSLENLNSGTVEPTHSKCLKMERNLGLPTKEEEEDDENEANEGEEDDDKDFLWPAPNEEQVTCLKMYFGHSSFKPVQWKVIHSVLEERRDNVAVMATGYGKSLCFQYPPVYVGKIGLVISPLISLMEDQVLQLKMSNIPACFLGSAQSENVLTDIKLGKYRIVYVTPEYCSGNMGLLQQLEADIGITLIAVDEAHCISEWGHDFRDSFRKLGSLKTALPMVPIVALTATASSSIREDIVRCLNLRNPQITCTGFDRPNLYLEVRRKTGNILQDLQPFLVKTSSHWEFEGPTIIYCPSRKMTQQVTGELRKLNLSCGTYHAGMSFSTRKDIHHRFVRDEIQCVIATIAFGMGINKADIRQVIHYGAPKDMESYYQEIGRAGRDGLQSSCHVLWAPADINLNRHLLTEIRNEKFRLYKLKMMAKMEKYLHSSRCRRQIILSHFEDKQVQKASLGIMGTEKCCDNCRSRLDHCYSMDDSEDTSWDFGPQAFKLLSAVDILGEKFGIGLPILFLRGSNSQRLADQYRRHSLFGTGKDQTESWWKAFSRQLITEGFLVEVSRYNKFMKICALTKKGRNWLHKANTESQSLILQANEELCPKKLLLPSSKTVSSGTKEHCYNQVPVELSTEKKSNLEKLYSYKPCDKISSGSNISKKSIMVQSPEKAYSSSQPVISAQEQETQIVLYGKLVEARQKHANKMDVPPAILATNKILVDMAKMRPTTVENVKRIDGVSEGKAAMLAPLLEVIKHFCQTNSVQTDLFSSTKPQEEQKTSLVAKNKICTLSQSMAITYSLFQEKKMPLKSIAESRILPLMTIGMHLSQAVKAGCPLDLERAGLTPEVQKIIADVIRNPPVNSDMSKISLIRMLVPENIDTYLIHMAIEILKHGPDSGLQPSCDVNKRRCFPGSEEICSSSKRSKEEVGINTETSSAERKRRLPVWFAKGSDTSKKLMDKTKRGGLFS
#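 Fluorescence dequenching readout, ex 525 nm/em 598 nm, kinetic mode: forked duplex DNA (100 nM final) with adjacent fluorophore and quencher unwound by WRN (20 nM final) with 2 mM ATP. Compound preincubation 15 min, room temperature.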
# Starred values were filed as active, the others as inactive; ? = inconclusive; · = not tested or not shown; & = joins results of further samples; [ ] = remark or other dose. Unless noted, the call rests on the fitted dose curve; in most records, active means well fitted curve in the direction sought with a large enough effect; inconclusive means small, poorly fitted or top-dose-only effect, or another doubt; inactive means no such curve, though single readings can be large; an effect the other way counts as inactive or inconclusive. Not all compounds are listed. The share of hits here may be higher or lower than overall.
SMILES,PI5P4Ka inh,EPAC2 antagonist,CCT modulator,MmCpn inh,EPAC1 antagonist,PLK1 PBD block,EPAC1 agonist,WRN inhibitor
Cc1ccccc1C(=O)Oc1ccccc1N1C(=O)C2CC=CCC2C1=O (centres undefined),3,0%,-1.1,1%,-18%,-1%,-3%,1%
CCOC(=O)NC(Nc1ccc(OC)cc1)(C(F)(F)F)C(F)(F)F,6,-2%,-0.8,0%,-20%,-9%,-7%,-17%
CCOC(=O)Nc1ccc2c(CN(C)Cc3ccc(F)cc3)cc(=O)oc2c1,-1,0%,1.0,-3%,-7%,0%,-6%,3%
CSc1cc(-c2ccccc2)n(C)c(=O)c1C#N,2,-6%,-0.8,2%,0%,-4%,9%,1%
O=C1NC(=S)SC1=Cc1ccccc1C(=O)O,-78*,-12%,0.6,·,-13%,-17%,16%,-9%
CC(C)(CNC(=O)c1ccc(Cl)c(S(=O)(=O)N2CCc3ccccc3C2)c1)N1CCOCC1,-2,-14%,-4.4,1%,-15%,-10%,-2%,-1%[57.1 µM]
COc1ccc(/C=C/C(=O)c2ccc(Cl)s2)cc1O,2,7%[57.1 µM],0.6,?,?,-17%,13%,-24%
CN(C)c1ccc(CNC(=O)C2CCN(S(=O)(=O)c3ccc4c(c3)CCC(=O)N4)CC2)cc1,-5,11%,0.6,0%,-2%,0%,-10%,3%
Cc1cccc(NC(=O)Cn2c(/C=C/c3ccccc3)nc3ccccc32)c1,4,-3%,-1.6,-6%,?,-3%,-7%,-5%
c1ccc(CNc2nc(-c3ccccc3)nc3ccccc23)cc1,25,-3%,-1.2,-3%,-20%,0%,4%,-7%
C/C(CC(=O)Nc1ccccc1Br)=N\NC(=O)C(=O)N1CCCC1,-10,4%,1.4,-1%,13%,0%,2%,1%
O=c1[nH][nH]c2c(N=Cc3ccccc3O)ccc(F)c12,-103*,4%,0.0,-9%,40µM*,11µM*,3%,14µM*
O=C1Nc2ccccc2C1(O)Cc1ccncc1 (centres undefined),-3,6%,-4.3,2%,-6%,-3%,-2%,2%
Cc1ccc(-n2nc(C)c3c(C)onc3c2=O)cc1,0,8%,0.8,-4%,12%,2%,-11%,1%
N=C(c1cccc([N+](=O)[O-])c1)N1CCCCC1,6,6%,1.6,-2%,-4%,7%,-8%,-4%

# Shown as tab-separated lines: eleven of the compounds above
SMILES	PI5P4Ka inh	EPAC2 antagonist	CCT modulator	MmCpn inh	EPAC1 antagonist	PLK1 PBD block	EPAC1 agonist	WRN inhibitor
O=C1NC(=S)SC1=Cc1ccccc1C(=O)O	-78*	-12%	0.6	·	-13%	-17%	16%	-9%
CC(C)(CNC(=O)c1ccc(Cl)c(S(=O)(=O)N2CCc3ccccc3C2)c1)N1CCOCC1	-2	-14%	-4.4	1%	-15%	-10%	-2%	-1%[57.1 µM]
COc1ccc(/C=C/C(=O)c2ccc(Cl)s2)cc1O	2	7%[57.1 µM]	0.6	?	?	-17%	13%	-24%
CN(C)c1ccc(CNC(=O)C2CCN(S(=O)(=O)c3ccc4c(c3)CCC(=O)N4)CC2)cc1	-5	11%	0.6	0%	-2%	0%	-10%	3%
Cc1cccc(NC(=O)Cn2c(/C=C/c3ccccc3)nc3ccccc32)c1	4	-3%	-1.6	-6%	?	-3%	-7%	-5%
c1ccc(CNc2nc(-c3ccccc3)nc3ccccc23)cc1	25	-3%	-1.2	-3%	-20%	0%	4%	-7%
C/C(CC(=O)Nc1ccccc1Br)=N\NC(=O)C(=O)N1CCCC1	-10	4%	1.4	-1%	13%	0%	2%	1%
O=c1[nH][nH]c2c(N=Cc3ccccc3O)ccc(F)c12	-103*	4%	0.0	-9%	40µM*	11µM*	3%	14µM*
O=C1Nc2ccccc2C1(O)Cc1ccncc1 (centres undefined)	-3	6%	-4.3	2%	-6%	-3%	-2%	2%
Cc1ccc(-n2nc(C)c3c(C)onc3c2=O)cc1	0	8%	0.8	-4%	12%	2%	-11%	1%
N=C(c1cccc([N+](=O)[O-])c1)N1CCCCC1	6	6%	1.6	-2%	-4%	7%	-8%	-4%

# Further structures
SMILES,PI5P4Ka inh,EPAC2 antagonist,CCT modulator,MmCpn inh,EPAC1 antagonist,PLK1 PBD block,EPAC1 agonist,WRN inhibitor
COc1ccc(NC(=O)c2cc(C3CCCCN3C(=O)Cc3ccc(N(C)C)cc3)on2)c(C)c1 (centres undefined),-6,-6%,-1.0,·,-18%,-8%,-2%,-21%
COc1ccc(NC(=O)CN(C)CC(=O)Nc2ccc(C)c(S(=O)(=O)N3CCCCC3)c2)cc1,-2,-11%,-0.3,1%,-4%,-1%,12%,-8%
O=C(/C=C/Nc1ccc([N+](=O)[O-])cc1)c1ccc(Br)cc1,-15,5%,0.2,0%,4%,8%,5%,-5%
O=C(c1cccs1)N1C(=O)c2cccc3cccc1c23,-6,-23%,2.1,-13%,17%,1%,0%,-16%
CC(C)C(=O)Nc1nnc(-c2ccccc2)o1,4,-2%,-1.3,0%,5%,1%,-15%,-1%
COC(=O)C1=CN(CCOC23CC4CC(CC(C4)C2)C3)C=C(C(=O)OC)C1c1ccsc1,4,5%,0.5,-2%,-22%,1%,-2%,-1%
O=C(O)CCC(=O)N1CCc2cc(S(=O)(=O)N3CCC(Cc4ccccc4)CC3)ccc21,10,18%,-1.7,-3%,-15%,-5%,0%,-6%
COc1ccc(N/C=C(\C2OC(=O)c3ccccc32)[N+](=O)[O-])cc1 (centres undefined),4,13%,-0.7,2%,-10%,-13%,-10%,-17%
CCSC(=O)NC1CCCCC1,1,5%,1.2,1%,-17%,-16%,1%,5%
NC(=O)C1CCN(Cc2nc3cc(C(F)(F)F)ccc3c(=O)[nH]2)CC1,0,-2%,1.1,-2%,-7%,-4%,-5%,-10%
O=C(NCCC1CCCCN1S(=O)(=O)c1ccc(F)cc1)C(=O)NC1CCCC1 (centres undefined),0,9%,1.2,0%,-12%,-8%,9%,-6%
CCC(C)(C)n1nnnc1C(c1ccc(OC)c(OC)c1)N1CCN(c2cccc(OC)c2)CC1 (centres undefined),6,-1%,-2.9,-1%,-24%,1%,17%,-4%
CC1=C(C(=O)N2CCCCCC2)CC(CC(=O)NCCCN(C)C)C(=O)N1Cc1ccccc1 (centres undefined),3,0%,1.7,·,-5%,-5%,-2%,-4%
O=C(NCc1ccc2c(c1)OCO2)c1ccco1,5,12%,1.7,0%,15%,9%,-2%,-6%
COc1ccc(S(=O)(=O)N2CCOCC2)cc1NC(=O)CO/N=C/c1ccccc1OC(F)F,9,1%,-4.1,4%,6%,-8%,5%,-2%
Cc1c(CC(=O)NCC(=O)NCC(=O)O)c(=O)oc2c(C)c3oc4c(c3cc12)CCCC4,-1,0%,0.5,0%,25%,-7%,-12%,2%[57.1 µM]
CCNc1nc(Oc2ccc(=O)n(-c3ccccc3)n2)nc(N(C)C)n1,-3,10%,-0.7,1%,-3%,-8%,-3%,2%
COc1ccc(C2CC2/C(C)=N/OC(=O)c2cccs2)cc1 (centres undefined),5,-5%,2.0,0%,-26%,-3%,-6%,-15%
CC1CCN(CC(=O)N2c3ccccc3CC2C)CC1 (centres undefined),1,5%,-6.5,1%,10%,5%,-2%,-6%
CCSCCOC(=O)C1=C(C)N(C)C(=O)NC1c1ccc2c(c1)OCO2 (centres undefined),4,-5%,-0.1,-2%,-22%,-14%,15%,5%
CN1CCN(C(=O)C2CC(=O)N(c3ccc(F)c(Cl)c3)C2)CC1 (centres undefined),-3,16%,0.8,-2%,2%,5%,-9%,-1%
CC(O)CNc1ccc([N+](=O)[O-])cc1S(=O)(=O)N1CCOCC1 (centres undefined),1,-10%,-0.7,-2%,3%,-5%,-5%,-6%
COC(=O)c1c(NC(=O)CN2C(=O)NC3(CCCCC3C)C2=O)sc2c1CCC2 (centres undefined),2,?,-0.3,-2%,-13%,3%,4%,-10%
C(#Cc1ccccc1)C[N+]1(CC#Cc2cccc3ccccc23)CCOCC1,2,-1%,-4.2,-3%,-10%,-7%,5%,-4%
Cc1ccc(-n2ncc3c2CC(C)(C)CC3NC(=O)CCc2cccnc2)cc1 (centres undefined),-6,-5%,-1.1,-2%,-3%,-3%,-13%,-3%
CCc1c(C)nc2ncnn2c1N1CCC(C(=O)Nc2cccc(C(C)=O)c2)CC1,·,4%,-2.1,-8%,11%,-1%,-5%,2%
O=C(C[C@@H]1CC[C@H](NC(=O)c2ccc3c(c2)OCO3)[C@@H](CO)O1)NCc1ccc(F)cc1,5,2%,·,·,18%,-6%,5%,3%
O=C1CN(C(=O)CNC(=O)c2ccc(Cl)cc2Cl)CCN1,2,1%,-2.7,0%,-3%,2%,-3%,-20%
COC(=O)c1ccccc1NC(=O)CN(C)Cc1ccccc1,16,?,-2.1,-18%,-19%,-7%,8%,-10%
Cc1ccc(C=C2SC(=S)N(CCCC(=O)Nc3cccc(C(=O)O)c3)C2=O)cc1,-14,6%,-0.9,·,-16%,?,3%,-30%
C=C1[C@H]2O[C@H]2[C@@H](OC(C)=O)[C@@]2(C)[C@@H](OC(C)=O)C[C@@H](OC(C)=O)[C@@](C)(O)[C@@H]2[C@@H](OC(C)=O)[C@@]2(O)[C@@H](C)C(=O)O[C@H]2[C@H]1Cl,-3,-6%,0.2,·,0%,-15%,-18%,-8%
C[C@@H]1CN([C@H](C)CO)C(=O)c2c(c3ccccc3n2C)-c2ccccc2CO[C@H]1CN(C)C(=O)c1cc(Cl)cc(Cl)c1,-4,6%,-0.6,·,-14%,4%,2%,2%
COc1cccc(N(C(=O)Cn2nnc(-c3ccc(Cl)cc3)n2)C(C(=O)NCC2CCCO2)c2ccc(C)cc2)c1 (centres undefined),0,4%,-1.3,-3%,7%,7%,11%,-11%
CCOc1ccccc1NC(=O)c1ccc(Cl)c(NC(=O)CC(c2ccccc2)c2ccccc2)c1,·,5%,2.9,-5%,-3%,-5%,4%,-14%
O=C(NC1CCCCCC1)C1C2C=CC3(CN(Cc4cccnc4)C(=O)C13)O2 (centres undefined),-1,-4%,1.3,1%,5%,4%&2%,-4%,-4%

# Source: PubChem BioAssay (National Center for Advancing Translational Sciences (NCATS))
